KCNQ1 inh: human KCNQ1 channel inhibition; P51787; CHO-K1 KCNQ1, FluxOR thallium flux fluorescence; hits give high values; B-score at 10 µM; 1.3% of 310,000 active; AID 2642;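 active = compounds whose thallium flux B-score, printed positive for inhibition, exceeds three library SD while starting fluorescence stays within three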;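 also: channel opened by potassium depolarization with thallium stimulus after 20 min compound exposure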
Target sequence (P51787 whole entry, looked up): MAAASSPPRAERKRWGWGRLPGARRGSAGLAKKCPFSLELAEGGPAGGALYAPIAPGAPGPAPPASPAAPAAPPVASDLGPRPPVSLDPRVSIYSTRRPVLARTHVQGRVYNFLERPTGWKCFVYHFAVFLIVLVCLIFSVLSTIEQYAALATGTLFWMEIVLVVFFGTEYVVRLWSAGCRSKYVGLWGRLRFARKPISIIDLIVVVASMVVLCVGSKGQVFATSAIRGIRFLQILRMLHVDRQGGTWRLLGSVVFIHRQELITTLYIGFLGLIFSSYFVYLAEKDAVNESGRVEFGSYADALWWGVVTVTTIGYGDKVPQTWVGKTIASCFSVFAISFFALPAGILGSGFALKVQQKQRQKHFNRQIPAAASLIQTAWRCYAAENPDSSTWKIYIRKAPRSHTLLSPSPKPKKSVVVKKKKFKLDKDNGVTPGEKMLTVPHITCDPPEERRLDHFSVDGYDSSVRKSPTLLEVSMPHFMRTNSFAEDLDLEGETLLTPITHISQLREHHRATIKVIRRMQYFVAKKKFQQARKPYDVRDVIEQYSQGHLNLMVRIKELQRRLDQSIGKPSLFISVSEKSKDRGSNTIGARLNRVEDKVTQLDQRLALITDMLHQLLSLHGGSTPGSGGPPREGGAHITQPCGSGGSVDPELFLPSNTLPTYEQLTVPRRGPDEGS
hERG rescue: hERG (human) protection from proarrhythmic block | activation (rescue from dofetilide block), less the hit threshold, % at 10 µM | Q12809 | CHO-hERG, FluxOR thallium flux, dofetilide IC70 present | AID 1511 | 0.51% of 310,000 active;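 active = activation above the mean of controls blocked by dofetilide plus 5 SD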;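 also: thallium influx through hERG after potassium depolarization seen as dye fluorescence rise; in these data hits start at about 4.7%; inactives centre near -7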
PolyA inhibitor: inhibitors of polyadenylation in S. cerevisiae; 0.02% of 300,000 active; calls only at 12 µM; S. cerevisiae SKY197-pL101 polyadenylation reporter, beta-gal luminescence; efflux-impaired pdr1/pdr3 knockout yeast; score 100 = 6 SD above DMSO;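 active = lowest replicate activity score at least 50, where 100 means six control SD above control mean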;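 also: yeast exposed to compound for 9 h at 30 °C; higher score means more reporter readthrough which indicates perturbed polyadenylation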
Platelet DG rel: modulates dense granule release in human platelets | human platelet-rich plasma, SFLLRN dense granule ATP release, luminescence | AID 1663 | 0.22% of 300,000 active | inhibition, %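 (compounds screened at 7.5 µM in platelet-rich plasma)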;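 active = mean replicate score, as percent of positive control, at or above 50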
KCNK3 block: human KCNK3 channel inhibition, primary screen; O14649; CHO-KCNK3 thallium flux, FluxOR fluorescence; hits give low values; B-score at 10 µM; 0.84% of 340,000 active;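 active = B-score under library mean minus 4 SD, starting fluorescence ratio at most library mean plus 5 SD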;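 also: more negative B-score means stronger inhibition of thallium flux through KCNK3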
Target sequence (O14649 whole entry, looked up): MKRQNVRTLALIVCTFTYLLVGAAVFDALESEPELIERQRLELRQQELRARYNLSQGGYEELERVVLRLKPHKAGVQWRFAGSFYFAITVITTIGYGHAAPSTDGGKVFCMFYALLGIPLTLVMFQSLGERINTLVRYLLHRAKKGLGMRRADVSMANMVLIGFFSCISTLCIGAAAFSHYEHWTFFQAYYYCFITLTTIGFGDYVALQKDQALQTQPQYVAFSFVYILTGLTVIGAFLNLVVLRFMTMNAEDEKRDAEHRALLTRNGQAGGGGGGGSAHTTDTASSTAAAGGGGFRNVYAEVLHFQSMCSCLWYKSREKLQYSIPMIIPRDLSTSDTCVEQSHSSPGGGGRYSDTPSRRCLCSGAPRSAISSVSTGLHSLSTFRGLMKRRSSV
KCNQ1 pot: potentiates or activates the human KCNQ1 potassium channel; B-score at 10 µM; P51787; CHO-K1 KCNQ1, thallium flux FluxOR fluorescence; hits give high values; 0.35% of 310,000 active; AID 2648;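 active = fluorescence ratio B-score, a plate-corrected score, at least three library SD, with initial intensity B-score within 5 SD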
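Assay system: stable KCNQ1 CHO-K1 line; medium: assay buffer, equal DMSO in all wells; timing: 90 min dye loading and 20 min compound exposure, both at room temperature; technique: kinetic FluxOR thallium fluorescence, 10-s 1-Hz baseline, 110-s post-stimulus read; read-out basis: B score of baseline-normalized fluorescence ratio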
Dyrk1A ADPGlo: blocks rat Dyrk1A kinase activity | Q63470 | ADP-Glo luminescence, NFATc1 peptide | inhibition, % at 12.5 µM | 0.43% of 310,000 active; in the data active = inhibition above about 50%;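 also: plate controls were vehicle with enzyme for no effect and no enzyme for full effect; many of its hits are not listed in these tables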
TRPC4 block: blocks the mouse TRPC4 cation channel; Q9QUQ5; HEK293 TRPC4beta/mu-opioid, DAMGO-evoked Fluo4 calcium flux; hits give low values; B-score at 10 µM; 0.39% of 300,000 active;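 active = B-score over 3 SD under the library average, no early fluorescence shift, positive overall ratio signal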
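test system = HEK293 cells with stable TRPC4beta plus mu-opioid receptor expression | detection = Fluo4 Ca2+ flux fluorescence | read-out = integrated fluorescence ratio relative to baseline, converted to per-well B score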
TRPC4 potent: TRPC4 (mouse) allosteric potentiation | Q9QUQ5 | HEK293 TRPC4beta/mu-opioid, DAMGO EC20, Fluo-4 Ca2+ flux; hits give high values | B-score at 10 µM | 0.42% of 310,000 active;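 active = B-score of calcium response area above 5 SD of library B-scores, with initial fluorescence ratio within 5 SD of library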;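 also: B-score of integrated fluorescence ratio over time as area under calcium response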
KCNK9 inh: human KCNK9 channel inhibition. B-score at 10 µM. HEK293 KCNK9, FluxOR thallium flux fluorescence; hits give low values. Q9NPC2. 1.2% of 310,000 active;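 active = ratio B-score over 3 SD below the library mean, with starting fluorescence within 5 SD of its mean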;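 also: negative B-score means less thallium flux so channel inhibition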
TRPC4 act: TRPC4 (mouse) channel activation | AID 2237 | B-score at 10 µM | 0.49% of 310,000 active | HEK293 TRPC4beta/mu-opioid, Fluo4 calcium fluorescence; hits give high values;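 active = B-score above 5 SD of library B-scores, and initial fluorescence ratio not above library mean plus 5 SD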;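 also: positive B-score marks a calcium rise read as TRPC4 activation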
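Technique: kinetic Fluo4 calcium fluorescence; Test system: TRPC4beta and mu-opioid receptor HEK293 stable cells; Measure: B-scored integrated calcium fluorescence ratio; Benchmarks: low control buffer alone, high control maximal DAMGO; Schedule: 45 min room-temperature Fluo4 loading, 110 s read.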
Numbers without * were called inactive; i = inactive; . = not tested or not shown. A portion of the library; count on the stated rates, not on these rows.

SMILES	KCNQ1 inh	hERG rescue	PolyA inhibitor	Platelet DG rel	KCNK3 block	KCNQ1 pot	Dyrk1A ADPGlo	TRPC4 block	TRPC4 potent	KCNK9 inh	TRPC4 act
COC(=O)N/N=C(/c1ccccc1)C1CCCCC1	i	-14	i	7	.	i	.	i	i	i	i
COc1ccc(C(=O)Nc2ccc(C(=O)c3ccccc3)cc2)cc1	i	-7	i	16	i	i	.	i	i	i	i
Cc1cccc(N(C(=O)c2csnn2)C(C(=O)NCc2ccccc2)c2cccs2)c1 (stereo unspecified)	i	-2	i	-2	i	i	-7	i	i	i	i
COc1ccccc1C(O)(C(=O)NNc1cccc(C)c1)c1ccccc1OC	i	-2	i	-1	i	i	-1	i	i	i	i
CCOC(=O)n1c(=O)n(Cc2ccccc2Cl)c2ccccc21	i	-6	i	5	i	i	7	i	i	i	i
CC(C)n1c(=NC(=O)c2ccco2)c(C#N)cc2c(=O)n3ccccc3cc21	i	-7	i	-16	i	i	2	i	i	i	i
O=C(C1CCCO1)N1CCN(S(=O)(=O)c2cccc3nsnc23)CC1 (stereo unspecified)	i	-4	i	14	i	i	-5	i	i	i	i
COc1ccc(CNC(=O)CCc2nnc3ccc(N4CCC5(CC4)OCCO5)nn23)cc1	i	-7	i	3	i	i	-2	i	i	i	i
O=[N+]([O-])c1ccc(OCCCOc2cccc3cccnc23)cc1	i	-11	i	-7	i	i	-2	i	i	i	i
Cc1nn(CCO)c2nc(-c3cccs3)cc(C(F)(F)F)c12	i	-2	i	2	i	i	10	i	i	i	i
O=C(COc1ccccc1/C=C1/NC(=O)NC1=O)Nc1ccccc1	i	-2	i	-1	i	i	1	i	i	i	i
O=C(O)c1cc2cc(Cl)ccc2oc1=O	i	-7	i	2	i	i	15	i	i	i	i
CCOC(=O)C1(CC2CCCCO2)CCN(Cc2nccn2-c2ccc(OC)cc2)CC1 (stereo unspecified)	i	0	i	5	i	i	-3	i	i	i	i
Cc1cc(OCC(=O)N2CCN(c3ccccc3)CC2)c2c(C)cc(=O)oc2c1	i	-6	i	-7	i	i	4	i	i	i	i
CN(C)C(=S)c1ccccc1	i	-7	i	-2	i	i	5	i	i	i	i
O=C(Nc1ccccc1N1CCOCC1)c1cccc([N+](=O)[O-])c1	i	-1	i	-1	i	i	-3	i	i	i	i
Fc1ccc(NC(=S)Nc2cccnc2)c(Cl)c1	i	-3	.	-1	i	i	.	i	i	i	i
Cc1ccc(NC(=O)CSc2nccc(=O)[nH]2)c(S(=O)(=O)N2CCOCC2)c1	i	-6	i	-26	i	i	7	i	i	i	i
CS(=O)(=O)c1ncc(Cl)c(C(=O)Nc2ccc(N3CCOCC3)cc2)n1	7*	-27	i	3	i	i	4	i	i	i	i
CC(C)NC(=O)C1c2ccccc2Oc2ccccc21	i	-7	i	3	i	i	2	i	i	i	i
Cc1cc(=O)[nH]c(NN)n1	i	-12	i	-1	i	i	-2	i	i	i	i
CCOC(=O)C1=C(O)C(=O)N(Cc2ccccc2)CC1	i	-4	i	0	i	i	4	i	i	i	i
FC(F)(F)c1cc(Oc2ccc(Cl)cc2)ncc1-c1nnc(-c2ccc(Cl)cc2)o1	i	-9	i	1	i	i	.	i	i	i	i
COc1ccc(-c2cc(C(=O)N3CCN(C(=O)c4ccccc4F)CC3)[nH]n2)cc1	i	-7	i	20	i	i	-3	i	i	i	i

Two of the compounds above, with bars between the fields.
SMILES | KCNQ1 inh | hERG rescue | PolyA inhibitor | Platelet DG rel | KCNK3 block | KCNQ1 pot | Dyrk1A ADPGlo | TRPC4 block | TRPC4 potent | KCNK9 inh | TRPC4 act
CC(C)NC(=O)C1c2ccccc2Oc2ccccc21 | i | -7 | i | 3 | i | i | 2 | i | i | i | i
Cc1cc(=O)[nH]c(NN)n1 | i | -12 | i | -1 | i | i | -2 | i | i | i | i

Following part
SMILES	KCNQ1 inh	hERG rescue	PolyA inhibitor	Platelet DG rel	KCNK3 block	KCNQ1 pot	Dyrk1A ADPGlo	TRPC4 block	TRPC4 potent	KCNK9 inh	TRPC4 act
CS(=O)(=O)N1CCN(Cc2ccc([N+](=O)[O-])cc2)CC1	i	-13	.	1	i	i	-7	i	i	i	i
CC(C)CNC(=O)c1ccccc1N(Cc1ccccc1)S(C)(=O)=O	i	-7	i	17	i	i	.	i	i	i	i
CCCCN(C)C(=O)c1cc2c(Cl)nc3ccccc3c2s1	i	-10	i	1	i	i	14	i	i	i	i
CCOC(=O)C1(Cc2ccc(O)cc2)NC(c2ccccc2F)C2C(=O)N(C)C(=O)C21 (stereo unspecified)	i	-8	i	0	i	i	-2	i	i	i	i
CCc1nn(CCCC(=O)NCc2cc(Br)ccc2OC)c(=O)c2cc3occc3n12	i	-8	i	1	i	i	7	i	i	i	i
O=C(NCC(c1ccco1)N1CCN(c2ccccc2)CC1)C(=O)NC1CCCC1 (stereo unspecified)	i	-12	i	13	i	i	-7	i	i	i	i
COc1cc(NC(=S)N2CCN(S(=O)(=O)c3ccc(C)cc3)CC2)cc(OC)c1	i	-10	i	37	i	i	-3	i	i	i	i
CC(=C\c1ccccc1)/C=C1/SC(=S)N(CCC(=O)Nc2ccccn2)C1=O	i	-12	i	7	.	i	.	i	i	i	i
O=C(CCCCCNC(=O)c1ccccc1)N=Nc1c(O)[nH]c2c(Br)cc(Br)cc12	i	-12	i	4	.	i	.	i	i	i	i
Cc1cccc(NC(=O)Cn2nnc3sc4c(c3c2=O)CC(C)(C)OC4)c1	i	-3	i	-2	i	i	.	i	i	i	i
c1coc(CNc2nc(N3CCCCC3)nc3ccccc23)c1	9*	-16	i	-1	i	i	9	i	i	i	i
CN(C)CCNc1nc2c(c(=O)[nH]c(=O)n2C)n1CC(O)COc1ccc(Cl)cc1Cl (stereo unspecified)	i	-7	i	5	i	i	-7	i	i	i	i

A few values from the list:
Reading for `Cc1cccc(NC(=O)Cn2nnc3sc4c(c3c2=O)CC(C)(C)OC4)c1` under hERG rescue: -3
Reading for `CCOC(=O)n1c(=O)n(Cc2ccccc2Cl)c2ccccc21` under Dyrk1A ADPGlo: 7

Continuation.
SMILES	KCNQ1 inh	hERG rescue	PolyA inhibitor	Platelet DG rel	KCNK3 block	KCNQ1 pot	Dyrk1A ADPGlo	TRPC4 block	TRPC4 potent	KCNK9 inh	TRPC4 act
Cc1ccc(NC(=O)C2CCCCC2C(=O)O)cc1Cl (stereo unspecified)	i	-18	i	-6	i	i	18	i	i	i	i
O=C(c1cc(Br)c(Br)s1)N1CCOCC1	i	-14	i	-3	i	i	23	i	i	i	i
C=CCn1nnnc1SCC(=O)Nc1ccccc1C(=O)OC	i	-8	i	-11	i	i	13	i	i	i	i
O=C(NCc1cccs1)C1CCN(S(=O)(=O)c2ccc3c(c2)OCCO3)CC1	i	-6	i	9	i	i	-2	i	i	i	i
CCn1cc(CNC(=O)C2CCC(=O)N(Cc3ccc(Cl)cc3)C2)cn1 (stereo unspecified)	i	-7	i	5	i	i	.	i	i	i	i
Cn1cc(Cl)c(C(=O)NNC(=S)NC2CCCCC2)n1	i	-8	i	26	i	i	-4	i	i	i	i
CNC(=S)NNC(=O)c1ccc(=O)n(Cc2ccc(Cl)cc2Cl)c1	i	-6	i	-3	i	i	-5	i	i	i	i
CC1=C(C(N)=O)C(c2ccc(Cl)cc2)NC(=O)N1 (stereo unspecified)	i	-4	i	-2	i	i	2	i	i	i	i
C/C(=N\NC(=O)c1ccc2ccccc2c1)c1cccs1	i	-6	.	.	i	i	-3	i	i	i	i
NCCCC[C@H]1CNC(=O)C(=O)N1CCC12CC3CC(CC(C3)C1)C2	i	-5	i	2	i	i	9	i	i	i	i
O=C(Oc1ccc(-c2cn3c(n2)SCC3)cc1)c1ccccc1	i	-9	i	10	i	i	10	i	i	i	i
Nc1nc(-c2ccccc2)cn1/N=C/c1ccccc1	i	-4	i	-1	i	i	-5	i	i	i	i
Cc1ccccc1CSc1ccc(-c2ccc3c(c2)OCO3)nn1	7*	-8	i	-9	i	i	0	i	i	i	i
Oc1cccc(C(O)CNCc2ccc(OCc3ccc(Cl)cc3Cl)cc2)c1 (stereo unspecified)	i	-13	i	0	i	i	0	i	i	i	i
Cc1cc(C)n(C(=O)Cn2nc(C)c(Br)c2C)n1	i	-5	i	-2	i	i	.	i	i	i	i
COc1ccc(OC)c(C2C3=C(N=C4SCC(=O)N42)c2ccccc2CC3)c1 (stereo unspecified)	i	-10	i	-4	i	i	4	i	i	i	i
CN(C(=O)COC(=O)CSc1cc(Cl)ccc1Cl)c1c(N)n(Cc2ccccc2)c(=O)[nH]c1=O	i	-1	i	-13	i	i	2	i	i	i	i
O=C(O)c1cccnc1SCc1ccc([N+](=O)[O-])cc1	i	2	i	-5	i	i	0	i	i	i	i
N/C(=N\OS(=O)(=O)c1cccc([N+](=O)[O-])c1)c1ccncc1	i	4	i	4	i	i	-1	i	i	i	i
O=C(O)C1C2C=CC(C2)C1C(=O)OCC1CCCO1 (stereo unspecified)	i	-2	i	17	i	i	.	i	i	i	i
CCc1cc(C(=O)NC2CCCc3c2cnn3-c2cccc(C)c2C)n(C)n1 (stereo unspecified)	11*	-16	i	15	.	i	.	i	i	i	i
C/C(CCc1ccccc1)=N\NC(=S)NCCc1ccccc1	i	-8	i	-9	i	i	13	i	i	i	i
CCOc1nc(NCCC2=CCCCC2)nc(N2CCOCC2)n1	i	-7	i	3	i	i	-4	i	i	i	i
CC(C)NC(=O)C1(c2ccccc2)CCOCC1	i	-2	i	1	i	i	-2	i	i	i	i
Cc1cccnc1NC(=S)Nc1ccc(Br)cc1Cl	i	-3	i	-1	i	i	-3	i	i	i	i
CCN1C(=O)C(C)S/C1=N\S(=O)(=O)c1ccc(Cl)s1 (stereo unspecified)	i	-1	i	0	i	i	-6	i	i	i	i
C[C@H]1[C@H]2c3nc4ccccc4n3C[C@H]1ON2C1CCCCC1	i	0	i	2	i	i	1	i	i	i	i
COc1ccc(N2CCN(C(=N)/C(C(C)=O)=C(\C)O)CC2)cc1	i	-10	i	0	i	i	-1	i	i	i	i
CC1Sc2ccc(C(=O)N3CCCC(C(F)(F)F)C3)cc2NC1=O (stereo unspecified)	i	-9	i	-5	i	i	8	i	i	i	i
Cn1cccc1/C=N/N1CCN(c2ccccc2)CC1	i	-8	i	-1	i	i	-2	i	i	i	i
CSC(=NNC(=O)c1ccc(O)cc1)SC	i	-5	i	7	i	i	18	i	i	i	i
Clc1ccc(-c2nc3ccccn3c2CN2CCOCC2)cc1	i	-11	i	4	i	i	9	i	i	i	i
COc1cc(/C=C2\SC(=Nc3ccc(O)cc3)NC2=O)cc(OC)c1OC	i	-7	i	-1	.	i	.	i	i	i	i
O=C(NCCCCCCNC(=O)c1ccccc1O)c1ccccc1O	i	-3	i	1	i	i	10	i	i	i	i

Screening results as filed in PubChem.
